# Lipid storage S3 = qHTS Assay for Lipid Storage Modulators in Drosophila S3 Cells. Drosophila S3 cells, BODIPY lipid droplet fluorescence, 18-24 h; cells fed with added oleic acid. lipid storage change, negative = inhibition, % at the top dose, mostly 46.1 µM; hits show Potency in µM. actives 0.64% (n = 320,000); active = well fitted inhibition curve with a large enough effect in the signal ratio, with a control signal flat, not every such curve was filed as active; inconclusive = small, poorly fitted or top-dose-only effect, or effect the other way, or a change in a side signal; the % refers to the signal ratio
#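 Laser-scanning cytometry quantifies lipid droplet accumulation (500–530 nm total intensity; droplet/cell object ratio) in oleic acid-fed (400 uM added) Drosophila S3 cells treated with a concentration series. 20 uM Triacsin C defined 100% inhibition.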
# Lipid storage S3 cell count max = second read-out of Lipid storage S3, no call of its own (marks repeat the call); cell number change, %; measured here: cell count max response;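 cells counted by Cell Tracker Red CMTPX staining in the red channel; peak over a dose series mostly up to 46.1 µM; percent activity relative to internal control wells on each plate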
# Starred values were filed as active, the others as inactive; i = inactive; ? = inconclusive; / = not tested or not shown; [ ] = remark or other dose. % is scaled to controls: 0 for no effect and ±100 for the full control effect; potency is read from the fitted curve at half-maximal effect. Some of the compounds tested; count on the stated rates, not on these rows.
Lipid storage S3 cell count max,Lipid storage S3,smiles
3.5,2.2%,CC(C)C(Nc1ncnc2c1oc1ccccc12)C(=O)O (configuration not stated)
/,?,O=C(NCC(=O)N(c1ccc2c(c1)OCO2)C(C(=O)NC1CCCC1)c1ccncc1)c1ccco1 (configuration not stated)
/,?,O=C(NCCc1ccccc1F)C1CCCN(c2nc3ccccc3s2)C1 (configuration not stated)
7.1,i,CC(C)(C)c1ccc(C(=O)N/C(=C\c2ccco2)C(=O)Nc2ccccc2C(=O)O)cc1
8.6,3.8%,CCOc1ccccc1NC(=O)CCn1cccc1
/,?,Cc1c(-n2c(O)c(C3=c4ccccc4=NC3=O)sc2=S)c(=O)n(-c2ccccc2)n1C
/,?,O=C(COc1cccc(Cl)c1Cl)Nc1ccc2c(c1)CCC2
13.1,5.7%,CC(C)NC(=O)NC(=O)CSc1ccc(S(=O)(=O)N2CCCC2)cn1
3.2,-11.2%,COc1ccc(C2C(C#N)=C(N)Oc3c2ccc2cccnc32)cc1OC (configuration not stated)
-23.0*,18.4µM*,COc1cccc2oc3cc(C#Cc4ccccn4)ccc3c(=O)c12
-6.6,i,CC1(C)Oc2ccc(C(=O)Nc3ccccc3F)cc2N(CC(=O)N2CCOCC2)C1=O
/,i,Cc1cc2ncn(S(=O)(=O)N3CCOCC3)c2cc1C
/,?,Fc1ccc(Oc2ccc3nnc(C(F)(F)F)n3n2)cc1
/,?,O=C1OCCC1Sc1nc2ccccc2c(=O)n1-c1ccc(F)cc1 (configuration not stated)
/,?,COc1ccc(NC2CCCN(C(=O)c3ccc4nccnc4c3)C2)cc1OC (configuration not stated)
15.0,8.9%,CCCCCC(=O)Nc1ccccc1N1CCOCC1
/,?,O=C1/C(=C/c2ccccc2F)SC(=S)N1CCC(=O)N1CCCCC1CCO (configuration not stated)
1.7,20.9%,O=C(Cn1c(=O)cnc2ccccc21)Nc1ccccc1N1CCOCC1
9.6,-2.5%,CCN(Cc1ccncc1)C(=O)C(CO)c1ccccc1 (configuration not stated)
-9.8,-1.1%,CC(=O)c1nn(-c2cccc(Br)c2)cc1C(=O)c1ccco1
/,?,CCOC(=O)c1[nH]ncc1[C@@H]1C[C@H]2CN(Cc3cccc(Cl)c3)C(=O)[C@]23CCCN13
19.0,i,N/C(=N\OC(=O)c1ccc([N+](=O)[O-])cc1)c1ccc(Br)cc1
/,?,COc1ccc(N2CCN(C(=O)NCc3ccc(OC)c(Cl)c3)CC2)cc1
/,?,COCCCNc1nc2ccccc2nc1NS(=O)(=O)c1ccc(F)cc1
4.4,7.2%,Cc1ccc(C(=O)OCC(=O)N(C)C2CCS(=O)(=O)C2)cc1[N+](=O)[O-] (configuration not stated)
/,?,O=C(NCCc1ccccc1)C1CCN(C(=O)c2ccc([N+](=O)[O-])cc2)CC1
/,?,CCOC(=O)/C=C/C(=O)Nc1nccs1
/,?,CN(C)S(=O)(=O)c1cc(NC(=O)COC(=O)CCSc2ccc(Cl)cc2)ccc1Cl
/,?,Cc1ccc(NC(=O)C(=O)NCC2CCCO2)cc1 (configuration not stated)
/,?,NS(=O)(=O)c1ccc(N2N=C(c3ccccc3)CC2c2ccc(F)cc2)cc1 (configuration not stated)
3.4,1.1%,CC1=NN(c2ccccc2)C(=O)C1C(=O)c1cc([N+](=O)[O-])cc([N+](=O)[O-])c1 (configuration not stated)
/,i,COc1ccc(Cn2cc(F)c(=O)n(CCC(C)C)c2=O)cc1[N+](=O)[O-]
-9.8,-12.7%,O=Cc1ccccc1OS(=O)(=O)c1ccccc1
-4.1,-2.0%,c1csc(-c2nnc3ccccn23)c1
/,?,CC(C)CN(C(=O)COC(=O)COc1ccc2c(c1)CCC2)c1c(N)n(Cc2ccccc2)c(=O)[nH]c1=O
/,?,COc1ccc(S(=O)(=O)N2CCOCC2)cc1NC(=O)Cc1c(F)cccc1Cl
-3.2,i[0.369 µM],CCn1cc(Cl)c(C(=O)NNC(=O)CCn2ccc([N+](=O)[O-])n2)n1
/,11.4%,Cc1sc2ncnc(N/N=C/c3cccc(O)c3)c2c1C
/,?,Clc1ccc(-n2nnnc2CN2CCCCC2)cc1Cl
/,?,CC#CCN1c2ccccc2[C@]23C[C@@H](C(=O)OC)N(C(=O)c4cc(C)oc4C)C2=NC(C(=O)OC)=C(C(=O)OC)[C@H]13
/,i,O=C(CSc1nc(O)cc(=O)[nH]1)Nc1ccc2c(c1)CCC2
-8.0,17.3%,CCOc1ccccc1OCCCC(=O)N1CCN(S(=O)(=O)c2ccc(C)cc2C)CC1
12.9,0.6%,CC(C)(CO)CNC(=O)CCc1nnc(Cc2ccc(-c3ccccc3)cc2)o1
/,i,NC1=C([N+](=O)[O-])C(c2ccc(F)cc2)C2=C(CCCC2=O)O1 (configuration not stated)
/,?,Cc1cc(C(=O)NCCN2CCCCC2C)n(-c2ccccc2)n1 (configuration not stated)
/,?,Cc1cccc(/C=C/c2nc3ccccc3c(=O)n2Cc2ccccc2)c1
/,?,COCCCN(C(=S)Nc1c(C)cc(C)cc1C)C(C)c1ccncc1 (configuration not stated)
/,?,CN(C)S(=O)(=O)c1ccc(C(=O)Nc2nc3ccccc3[nH]2)cc1
23.2,i,Nc1cc2c(cc1C(=O)c1ccccc1)OCCO2
6.7,17.0%,c1ccc(Nc2nnc(-c3cccnc3)s2)cc1
/,?,CC(=O)c1cccc(NC(=O)C2CCN(C(=O)c3ccccc3Cl)CC2)c1
-3.9,-0.5%,N#CC1=C(N)OC2=C(C(=O)CCC2)C12C(=O)N1CCCc3cccc2c31 (configuration not stated)
10.1,-1.0%,O=C(Cn1nnc2ccccc2c1=O)NCCc1ccccc1
/,?,O=C(NC(=S)Nc1ccccn1)c1cncc(Br)c1
/,?,CCc1ccc(OCC(=O)N2CCc3ccccc32)cc1
/,-0.2%,Cc1ccnc(NS(=O)(=O)Cc2ccccc2)c1

# Remaining list, next part.
Lipid storage S3 cell count max,Lipid storage S3,smiles
/,?,Cc1c(C(=O)Nc2cc(F)ccc2F)sc2nc3n(c(=O)c12)CCCCC3
/,?,CN(C)c1ccnc2sc3c(=O)n(Cc4ccccc4)cnc3c12
2.3,10.6%,Nc1c(C(=O)c2ccccc2)sc2c1c(=O)[nH]c(=O)n2-c1ccccc1
/,?,Cc1cnc(C(=O)N2CCCC(N3CCN(c4ccccc4F)CC3)C2)cn1 (configuration not stated)
3.4,12.2%,CC(C)[C@H](NC(=O)c1ccco1)C(=O)OCC(=O)Nc1ccc(Cl)c(S(=O)(=O)N(C)C)c1
/,?,CN1CCN(C(=O)c2cnn(-c3ccccc3)c2NC(=O)c2ccccc2Br)CC1
-1.7,2.8%,Cc1cccc(C)c1NC(=O)C(NC(=O)c1ccccn1)c1ccccc1[N+](=O)[O-] (configuration not stated)
/,?,COCCNC(=S)Nc1ccc([N+](=O)[O-])cc1C

# Profiles as entered above. Screens in order: Lipid storage S3 cell count max, Lipid storage S3
# Entry for `COCCNC(=S)Nc1ccc([N+](=O)[O-])cc1C` = /, ?
# Entry for `CN1CCN(C(=O)c2cnn(-c3ccccc3)c2NC(=O)c2ccccc2Br)CC1` = /, ?
# Entry for `Nc1c(C(=O)c2ccccc2)sc2c1c(=O)[nH]c(=O)n2-c1ccccc1` = 2.3, 10.6%
# Entry for `Cc1cccc(C)c1NC(=O)C(NC(=O)c1ccccn1)c1ccccc1[N+](=O)[O-]` (configuration not stated) = -1.7, 2.8%
# Entry for `Cc1c(C(=O)Nc2cc(F)ccc2F)sc2nc3n(c(=O)c12)CCCCC3` = /, ?

# Additional structures:
Lipid storage S3 cell count max,Lipid storage S3,smiles
-18.5,i,Cc1ccc(-c2csc(NC(=O)CN3CCC(C(N)=O)CC3)n2)cc1
27.3,-0.5%,CCCNC(=O)Cn1nc(C(F)(F)F)cc1C
/,?,CCOC(=O)C1CCN(S(=O)(=O)c2ccc(OC)c(Cl)c2Cl)CC1
23.1,0.6%,CCC1COCCS(=O)(=O)N1Cc1ccc(C)cc1 (configuration not stated)
/,i,CN(C)/C=C/C(=O)c1ccccc1F
25.4,i,Cc1cc(N2CC34C=CC(O3)C(C(=O)O)C4C2=O)no1 (configuration not stated)
/,?,Cc1nc2ccc(NC(=O)N3CCC(c4ccccc4)C3)cc2nc1C (configuration not stated)
-2.1,i,COc1cc(NCC(=O)Nc2cccc(S(=O)(=O)N3CCCCC3)c2)cc(OC)c1OC
/,?,CCOC(=O)c1c(CN2CCN(c3ccccc3)CC2)oc2ccc(O)cc12
-15.6,-7.5%,Cc1ccc(C(C(=O)NCc2ccccc2)N(Cc2cccs2)C(=O)c2ccc3c(c2)OCCO3)cc1 (configuration not stated)
-3.2,4.3%,CC(=O)NC(=O)Nc1sc(=S)n(C)c1C
-9.8,6.5%,COc1ccccc1NC(C)=O
/,?,CC(=O)c1ccccc1NC(=O)CSc1nnc2ccccn12
/,?,Cc1ccccc1-n1c(SCC(=O)N/N=C/c2sccc2C)nc2ccccc2c1=O
/,?,Cc1ccc(O)c(NC(=O)c2cc(-c3ccccc3Cl)on2)c1
-19.2,-5.8%,O=C(CCCCCn1c(SCc2ccncc2)nc2ccccc2c1=O)NCc1ccco1
2.3,-0.8%,Cn1c2ccccc2c(=O)c2ccc(C#Cc3ccc(N)cc3)cc21
/,?,CC(C)(C)NS(=O)(=O)c1ccc(NC(=O)C2CCCCC2)cc1
-9.8,-0.4%,CCOC(=O)c1ccc(NC(=O)COc2ccccc2CNC2CCCC2)cc1
10.2,-9.4%,O=C(CSc1ccc2nnc(CCNC(=O)c3ccccc3)n2n1)NCCc1ccccc1
/,?,C=CCn1c(Sc2ncc([N+](=O)[O-])s2)n[nH]c1=O
/,?,COc1ccccc1Nc1nnc(SCC(=O)NC2CCCC2)s1
/,?,COc1ccc(/C=N\NC(=O)c2cc(OCC(F)(F)F)ccc2OCC(F)(F)F)cc1
12.3,-3.4%,Cc1ccc(/C=C/c2nnc(-c3cccs3)o2)cc1
-7.1,1.3%,O=C(CN1CCN(S(=O)(=O)c2ccccc2)CC1)N1CCCCC1
/,?,Cc1ccc(NC(=O)c2cc(-c3ccccc3)nn2-c2ccccc2)cc1
/,?,COc1cc(C(=O)OC2CSCC2NC(=O)c2ccccc2)cc(OC)c1OC (configuration not stated)
/,?,S=C(NCc1cccc(Cl)c1)NC1CCCCC1
11.8,20.6%,COc1ccccc1CNC(=O)/C=C/c1ccc(S(=O)(=O)NCc2ccco2)cc1
/,?,COc1ccc2cc(C(=O)Nc3ccc(O)cc3)sc(=O)c2c1OC
/,i,O=C(NCc1ccc2c(c1)OCO2)c1cc(-n2cnnc2)ccc1Cl
/,?,CCCCN1CCN=C1Nc1ccccc1

# 5 compounds drawn at random from the list so far, as already listed:
Lipid storage S3 cell count max,Lipid storage S3,smiles
/,?,COc1ccc2cc(C(=O)Nc3ccc(O)cc3)sc(=O)c2c1OC
/,?,Cc1ccc(NC(=O)c2cc(-c3ccccc3)nn2-c2ccccc2)cc1
-7.1,1.3%,O=C(CN1CCN(S(=O)(=O)c2ccccc2)CC1)N1CCCCC1
11.8,20.6%,COc1ccccc1CNC(=O)/C=C/c1ccc(S(=O)(=O)NCc2ccco2)cc1
/,i,O=C(NCc1ccc2c(c1)OCO2)c1cc(-n2cnnc2)ccc1Cl

# The list continues:
Lipid storage S3 cell count max,Lipid storage S3,smiles
9.2,-3.1%,O=c1[nH]n(Cc2ccccc2)c(=O)c2ccccc12
7.1,-2.9%,CN1C2CCC1CC(NC(=O)c1ccc(Cl)cc1)C2 (configuration not stated)
-5.0,18.8%,Cc1nn2c(-c3ccc(Cl)cc3)nnc2s1
/,?,CC1(C)CC[C@]2(C(=O)O)CC[C@]3(C)C(=CCC4[C@@]5(C)CC[C@H](O)C(C)(C)C5CC[C@]43C)C2C1 (some centres not stated)
/,?,CCOC(=O)C1C2C=CC3(CN(C4CCCC4)C(=O)C13)O2 (configuration not stated)
/,?,Cc1cc(C(=O)NC2CCCCC2)c(C)o1
2.7,-2.6%,COC(=O)C(O)(CC(=O)Nc1ccc(OC)cc1)C(F)(F)F (configuration not stated)
/,?,COc1ccc(N=Nc2c(-c3ccc(OC)cc3)[nH]oc2=O)cc1
/,?,Cc1ccccc1OCC(=O)OCC(=O)Nc1cc(S(=O)(=O)N2CCCCC2)ccc1Cl
/,?,O=C(CSc1nccn1Cc1ccccc1)Nc1ccccc1
/,?,COc1ccc(C(=O)c2ccc(Br)cc2)c2ccccc12
-10.4,3.9%,CCn1c(NC(=O)c2cccc(Cn3cc(Cl)cn3)c2)nc2ccccc21
19.3,-3.8%,O=C(CN1CCN(C2CCCCC2)CC1)Nc1cccc2ccccc12
/,?,CSc1nc2nc3c(cc2c(=O)n1-c1ccccc1C)CCCC3
-1.2,19.8%,Cc1nn(C)c(C)c1S(=O)(=O)Nc1ccc2c(c1)OCO2
/,?,COc1cc(CNCc2ccccn2)ccc1OCc1c(Cl)cccc1Cl
/,?,CCNc1nc(NCC)n2c(SCC(=O)Nc3c(C)cccc3C)nnc2n1
/,?,COC(=O)COn1c(SCC(=O)OC)nc2ccccc2c1=O
0.3,2.0%,O=C1/C(=C/c2cccc([N+](=O)[O-])c2)CSc2ccc(Cl)cc21
/,?,O=C(OCc1csc(-c2ccccc2)n1)c1ccccc1O
/,?,Fc1ccccc1COc1ccc2ccccc2c1CNc1nn[nH]n1
/,?,COc1ccc(CCN(C)C(=O)c2ccc(S(=O)(=O)Nc3ccccc3C)cc2)cc1OC
/,?,CCN(CC)P(=O)(c1ccccc1)c1c(C)nc2ccccn12 (configuration not stated)
-7.4,-1.9%,CC(C)CC(CO)N1CCN(C(=O)c2ccc(C(C)(C)C)cc2)CCC1=O (configuration not stated)
2.5,i,COc1ccccc1Nc1nc(-c2cccnc2)cs1

# Bioassay records from PubChem.
